Screens deposited in PubChem BioAssay by several laboratories.
phage Ecoli inh – E. coli growth loss with phage present; 0.26% of 360,000 active; growth absorbance; AID 651602; inhibition, % at 11.9 µM; in the data active = inhibition above about 11%
PfHsp90 yeast 2 – reduces growth (ATP signal) of yeast expressing P. falciparum Hsp90; S. cerevisiae expressing PfHsp90, BacTiter-Glo ATP, 48 h; yeast lacking PDR1 and PDR3 efflux regulators; AID 504621; 0.32% of 310,000 active; inhibition, % at 9.4 µM;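 active = every replicate shows inhibition above about 80%, whatever the replicate mean, limit read from the data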;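 note: 0% = DMSO neutral controls and 100% = 20 µM radicicol positive controls; yeast relying on Plasmodium falciparum Hsp90 in place of its own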
Tat transport – blocks Tat-dependent protein export in E. coli | E. coli MC4100 TorA-mCherry Tat export, fluorescence | inhibition, % at 10 µM | 0.036% of 340,000 active | AID 488895;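 active = mean replicate inhibition at least 50% and at least half of replicates individually reaching 50%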;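 note: exported cargo escapes ClpAP degradation while cytoplasmic cargo is degraded and loses fluorescence; 0% = median of neutral control wells and 100% = median of NaSCN control wells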
AddAB inh – less growth of phage-infected E. coli with AddAB. E. coli expressing H. pylori AddAB, absorbance growth. inhibition, % at 11.9 µM. 0.29% of 330,000 active; in the data active = inhibition above about 12%;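 note: 0% = vehicle wells of infected cells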
PKA-R1A act – activates the PKA-R1A holoenzyme complex | P00514+P68181 | PKA-R1A dissociation, Cy5-IP20 fluorescence polarization; scaled: DMSO 0%, 113 µM cGMP 100% | activation, % at 11.4 µM | 0.083% of 340,000 active | AID 504707;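 active = percent activation above the mean of all tested compounds plus 3 SD, cut at about 19% in these data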;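 note: higher means more PKAc released from R1A so a rise in polarization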
Ecoli viability – reduces bacterial viability in AddAB counter-screen. E. coli V3065 growth, OD600 absorbance, 18 h. inhibition, % at 11.9 µM. 0.27% of 330,000 active;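 active = inhibition above the campaign's mean inhibition across all tested compounds plus 3 SD, cut at about 9.9% in these data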;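 note: uninfected addAB+ strain grown without phage in ampicillin broth; 0% = DMSO wells and 100% = ciprofloxacin 0.95 µg/ml wells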
Arrestin-AP2 inh – blocks beta-arrestin peptide binding to AP2 adaptin | FITC-arrestin peptide / GST-AP2 beads, flow cytometry; AP2 beta2 appendage carries R879A mutation | inhibition, % at 10 µM | 0.31% of 340,000 active;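 active = inhibition above a set limit, near 3 SD of compounds lacking own fluorescence, cut at about 54% in these data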;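 note: plate controls were DMSO wells for no effect and 5 µM unlabelled arrestin peptide for full effect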
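test system = AP2 appendage R879A on GSH beads | buffer or medium = PBS plus Tween 20 (0.05%) and BSA (0.1%) | incubation = 12 min plus 1 h, RT | detection = bead flow cytometry, FITC channel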
MOR-DOR ag – OPRM1-OPRD1 heterodimerization agonism | P35372+P41143 | cells, luminescence | activation, % at 9.3 µM | 0.3% of 340,000 active; in the data active = activation above about 18%;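 note: 0% = vehicle-treated cells and 100% = reference agonist; values of inactives mirror those of a sister screen read the other way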
OPRM1-OPRD1 inv – inverse agonist of human OPRM1-OPRD1 heterodimerization; cell-based MOR-DOR heterodimer luminescence, inverse agonism; inhibition, % at 9.3 µM; 0.21% of 340,000 active; AID 504357; in the data active = inhibition above about 22%, passing the limit was not always enough;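 note: 0% = cells with DMSO and 100% = wells without cells with DMSO; values of inactives mirror those of a sister screen read the other way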
DSG3 Ab inh – human desmoglein-3 autoantibody binding inhibition; DSG3-coupled beads, scFv-anti-DSG3-GFP binding, flow cytometry; stronger effect = lower value; 0.48% of 310,000 active; AID 588358; P32926; binding (percent of control), % at 10 µM;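 active = binding more than 3 SD below its plate's average and above zero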;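 note: hits lower antibody fragment binding to DSG3; some compounds called inactive have numbers as strong as hits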
Target sequence (P32926 whole entry, looked up, the tested form may be a part): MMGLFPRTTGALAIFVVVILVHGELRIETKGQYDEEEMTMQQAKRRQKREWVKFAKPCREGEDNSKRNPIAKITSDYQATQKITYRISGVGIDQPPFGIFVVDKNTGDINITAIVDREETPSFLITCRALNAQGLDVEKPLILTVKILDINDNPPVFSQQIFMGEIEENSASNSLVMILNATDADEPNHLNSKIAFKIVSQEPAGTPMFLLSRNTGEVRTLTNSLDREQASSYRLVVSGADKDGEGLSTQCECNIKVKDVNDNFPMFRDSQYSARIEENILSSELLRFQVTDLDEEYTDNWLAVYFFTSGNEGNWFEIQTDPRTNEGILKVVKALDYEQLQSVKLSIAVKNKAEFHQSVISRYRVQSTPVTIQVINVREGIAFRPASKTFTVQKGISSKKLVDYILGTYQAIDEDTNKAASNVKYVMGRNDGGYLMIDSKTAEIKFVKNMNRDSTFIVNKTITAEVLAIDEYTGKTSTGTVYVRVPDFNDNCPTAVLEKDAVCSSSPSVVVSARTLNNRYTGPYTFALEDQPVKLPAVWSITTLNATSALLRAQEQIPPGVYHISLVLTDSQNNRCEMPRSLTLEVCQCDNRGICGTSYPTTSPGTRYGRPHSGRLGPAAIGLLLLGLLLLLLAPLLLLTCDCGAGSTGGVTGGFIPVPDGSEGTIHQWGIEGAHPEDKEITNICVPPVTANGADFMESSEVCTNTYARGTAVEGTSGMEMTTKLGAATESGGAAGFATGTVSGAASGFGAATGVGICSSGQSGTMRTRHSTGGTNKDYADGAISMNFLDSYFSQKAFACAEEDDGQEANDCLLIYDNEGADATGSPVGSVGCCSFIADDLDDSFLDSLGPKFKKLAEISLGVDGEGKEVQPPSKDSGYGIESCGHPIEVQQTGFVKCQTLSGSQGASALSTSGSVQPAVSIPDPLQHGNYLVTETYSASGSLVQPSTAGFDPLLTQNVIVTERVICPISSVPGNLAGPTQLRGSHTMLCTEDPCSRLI
Mot1-301 SUMO – SUMOylation pathway inhibition by Mot1-301 growth rescue; S. cerevisiae Mot1-301 growth rescue, ATP luminescence, 38.5C; percent above DMSO median, 100 means doubled; 1% of 320,000 active; growth rescue, % at 18.8 µM;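 active = every valid replicate shows activation above 250% relative to neutral control wells; inactive = the rest, any valid replicate at or below 250%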;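 note: OY570 slx delta 5 strain wells were the positive control but not used for scaling; some compounds called inactive have numbers as strong as hits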
The depositor's hits bear a star; · = no result given.

SMILES	phage Ecoli inh	PfHsp90 yeast 2	Tat transport	AddAB inh	PKA-R1A act	Ecoli viability	Arrestin-AP2 inh	MOR-DOR ag	OPRM1-OPRD1 inv	DSG3 Ab inh	Mot1-301 SUMO
C#CCCOC(=O)N1C2=NC(C(=O)OC)=C(C(=O)OC)[C@@H]3N(Cc4ccccc4)c4ccccc4[C@]23C[C@H]1C(=O)OC	·	-12	2	-0.5	-5	-0.9	6	-2.0	11	93	25
O=C(Nc1nccs1)c1ccc(-c2ccccc2[N+](=O)[O-])o1	4.0	-27	0	0.3	-1	0.0	8	-2.5	14	100	-16
Cc1cccc(NC(=O)c2cc(S(=O)(=O)NCc3ccco3)ccc2F)c1C	4.2	14	-3	2.5	5	-0.6	9	0.2	-1	98	31
Clc1ccc(Sc2oc(/C=N/n3cnnc3)cc2Br)cc1	3.6	-30	-5	-0.5	8	-2.5	8	1.1	-6	98	91
C=CCN1C(=O)c2ccc(C(=O)OCC(=O)N(CC)c3c(N)n(Cc4ccccc4)c(=O)[nH]c3=O)cc2C1=O	2.1	·	14	·	12	·	-8	-2.1	8	101	·
CC(=O)N1c2ccc(S(=O)(=O)N3CCCC(C(=O)NCc4ccccc4Cl)C3)cc2CC1C (centres undefined)	2.1	12	5	1.4	-14	2.3	1	-1.7	8	94	22
CCOC(=O)c1sc2ncnc(N3CCN(C)CC3)c2c1C	5.0	10	-3	0.5	-2	-0.1	26	0.3	-2	92	10
C=CCn1c2ccccc2c2nnc(SC(CC)C(=O)Nc3nc(C)c(C(=O)OCC)s3)nc21 (centres undefined)	0.5	-6	1	1.8	-14	0.3	31	-3.4	17	93	2
CCOC(=O)c1sc(Nc2nc(C)cc(OC)n2)nc1C	3.3	31	-5	-0.9	-2	-1.9	35	-3.7	19	102	-8
COc1ccc(CNC(=O)c2ccc3ccccc3n2)cc1	4.6	-12	-1	-0.6	-6	4.0	43	-1.8	9	119	3
CC(=O)c1ccc(OCCOc2ccc(C#N)cc2)cc1	0.9	-1	23	-1.3	-5	-0.5	5	0.1	0	93	8
Cc1onc(-c2ccccc2)c1C(=O)Nc1ccc(NC(=O)c2c(-c3ccccc3)noc2C)cc1	2.5	-4	2	2.4	-11	-1.5	5	0.7	-3	·	11
COc1ccc(-c2oc3ccccc3c2C(=O)OCc2ccc(O)cc2)cc1	-2.1	-11	7	3.2	5	-1.4	4	3.2	-17	109	-10
Cc1ccccc1CSc1nncn1N	-2.6	10	13	1.6	-4	-2.3	-7	-0.2	1	102	-6
CCOC(=O)c1sc(=NC(=O)c2cccc(Br)c2)n(C)c1C	3.8	13	4	0.1	0	-0.6	9	-0.9	5	98	-5
CCC(C)Sc1nnc(NS(=O)(=O)Cc2ccccc2)s1 (centres undefined)	2.0	12	-2	0.4	-6	-1.5	32	-1.8	10	108	3
O=C(NCc1ccco1)/C(=C\c1cccs1)NC(=O)c1ccccc1	3.2	-31	-2	2.3	7	2.3	-8	-2.1	10	100	2
Cc1cc(OCCCCOc2ccc(C#N)cc2)ccc1[N+](=O)[O-]	2.3	-16	-1	-1.7	-7	-0.2	1	-1.8	9	92	25
CCOc1cccc(C=NNc2ccc(S(=O)(=O)Nc3ccccc3C(=O)O)cc2[N+](=O)[O-])c1O	3.2	-5	9	-0.7	3	-0.9	1	-3.0	16	118	0
Cc1onc(-c2ccccc2)c1C(=O)NCc1cccnc1	2.0	-1	-2	0.9	-4	2.1	1	-1.2	7	103	3
Nc1ncnc2c1cnn2-c1ccccc1	1.2	-11	-9	0.9	-12	1.9	-4	-0.7	4	99	7
Cc1ccc(CNC(=O)NC2CCCCC2)cc1	3.9	4	-1	0.0	4	-1.6	21	-1.4	8	·	·
CN(C(=O)c1ccc(S(=O)(=O)NC2CCCC2)cc1)C1CCCCC1	1.7	-8	2	0.2	-8	0.0	30	2.2	-13	99	-1
CCC(C)(C)NC(=O)c1sccc1Oc1ccc(F)cc1[N+](=O)[O-]	3.9	2	-1	-3.3	0	0.3	20	5.7	-29	102	15
CC1=C(C(=O)N2CCOCC2)C(c2ccsc2)C2=C(CCCC2=O)N1 (centres undefined)	3.9	·	0	0.1	-1	-2.3	8	3.8	-21	122	23
SMILES	phage Ecoli inh	PfHsp90 yeast 2	Tat transport	AddAB inh	PKA-R1A act	Ecoli viability	Arrestin-AP2 inh	MOR-DOR ag	OPRM1-OPRD1 inv	DSG3 Ab inh	Mot1-301 SUMO
N#CC1(c2ccccc2)CCN(S(=O)(=O)c2ccc(OC(F)(F)F)cc2)CC1	0.2	-15	-2	1.6	-6	-0.2	-10	-2.0	9	99	396
COc1cc(/C(C)=N/NC(=O)CSc2nncn2C)ccc1OCc1ccccc1Cl	4.4	7	-1	3.3	-6	-0.3	-3	-2.1	11	98	-3
COc1ccc(N/N=C(\C=N\O)C(=O)c2ccc(OC)cc2)cc1	2.1	·	10	1.6	-7	-2.0	-7	-2.3	11	99	9
c1ccc(Cn2c(-c3ccccc3)c[n+]3c2SCCC3)cc1	1.4	-18	0	0.6	-1	-1.5	-8	-1.3	7	107	3
Cc1c(C(=O)O)oc2c1/C(=N\O)CC(C)(C)C2	2.8	5	-3	-0.5	-9	0.8	30	-2.4	13	103	-12
CCCc1ccc(OCCNC(C)=O)cc1	-0.8	·	-18	1.8	-14	-0.2	-3	1.4	-9	97	182
COc1ccc(S(=O)(=O)N2CCOC23CCN(S(=O)(=O)c2ccc(F)cc2C)CC3)cc1	5.4	·	3	·	-3	·	8	-0.6	3	108	·
C=CCn1c(SCc2csc(-c3ccc(C)cc3)n2)nnc1-c1ccccc1OC	2.8	-6	-3	2.9	5	3.0	-10	-0.1	0	111	7
COc1ccc2[nH]c3c(c2c1)CCN1C(=O)C(CC(=O)NC(C)(C)C)C[C@H](C(=O)N(C(C)C)C(C)C)[C@@]31C (some centres undefined)	2.4	-26	8	-1.9	5	-3.6	33	-2.4	12	103	·
O=S1(=O)CC=C(CSc2nc3ccccc3[nH]2)C1	1.5	-14	2	2.4	7	0.7	-7	-3.0	13	·	-16
COc1ccc(NC(=O)CSc2nnc3c4c(nc(-c5ccccc5)n23)CC(C)(C)OC4)cc1	1.6	·	2	3.2	3	1.4	-3	-0.8	4	107	-16
O=C(NCc1ccc2c(c1)OCO2)C1CCN(c2ccc(S(=O)(=O)N3CCCC3)cc2)CC1	0.4	9	4	1.4	-5	-1.5	-6	-0.7	4	93	-14
COc1ccc2oc(C(=O)N3CCN(C(=O)c4ccco4)CC3)c(C)c2c1	4.0	-23	-1	1.2	-7	2.8	-13	-0.7	4	115	-8
Cn1c(=O)oc2cc(S(=O)(=O)Nc3ccc4c(c3)OCCO4)ccc21	2.7	8	2	0.8	4	1.9	4	-1.9	10	99	42
O=C(Nc1ccccc1C(=O)O)c1ccc(Br)c(S(=O)(=O)NCc2ccccc2)c1	2.3	-1	-8	3.3	5	0.3	-3	-0.5	3	87	·
COc1ccccc1N1CCN(C(=O)c2c(-c3c(Cl)cccc3Cl)noc2C)CC1	1.1	-3	1	1.1	-18	1.1	29	-3.5	15	97	-11
CCOc1ccc2nc(NC(=O)CCn3cccc3)sc2c1	3.1	-8	-3	2.1	13	-0.5	3	0.2	-1	99	58
COc1ccccc1OCCCn1c(=O)oc2ccccc21	2.7	-9	3	0.3	-6	0.3	-4	-3.5	16	·	10
COc1ccc(CCNC(=O)c2cc3c(=O)n4ccccc4nc3n(C3CCCCC3)c2=N)cc1OC	1.1	5	-2	1.9	-2	0.5	-2	-2.0	10	102	-12
CCC(C)[C@H](N)c1nnc(SCC(=O)Nc2cccc(Cl)c2)o1 (some centres undefined)	1.2	·	2	-1.6	-7	-0.8	29	-2.3	12	95	558*
CCCC[C@H]1COCCS(=O)(=O)N1Cc1ccccc1F	2.1	-15	3	3.7	-8	0.0	-4	-1.2	7	95	-5
Cc1ccc(/C=C2\SC(=S)N(CCCC(=O)NC3CCCC3)C2=O)cc1	-0.9	-6	-7	3.9	-1	1.0	20	-1.6	7	108	-23
CCNc1nc2c(cnn2C)c(=O)[nH]1	2.5	7	2	·	-14	·	-11	-1.8	9	98	·
COc1ccc2[nH]c3c(=O)n(CCCCC(=O)NCCN4CCCC4)c(=S)[nH]c3c2c1	4.1	-3	4	-1.8	2	-3.2	24	4.0	-21	97	15
COc1cccc(NC(=O)C(OC(=O)c2cnc(C)cn2)c2ccccc2)c1 (centres undefined)	0.1	-6	-1	-0.3	-12	-3.1	-3	0.5	-4	95	·
SMILES	phage Ecoli inh	PfHsp90 yeast 2	Tat transport	AddAB inh	PKA-R1A act	Ecoli viability	Arrestin-AP2 inh	MOR-DOR ag	OPRM1-OPRD1 inv	DSG3 Ab inh	Mot1-301 SUMO
CCS(=O)(=O)N1CCN(S(=O)(=O)c2ccc3ccccc3c2)CC1	2.0	10	1	0.6	8	0.4	8	-3.4	16	100	-4
Cn1nnnc1SCc1ccc([N+](=O)[O-])cc1	4.2	-1	4	6.7	-3	1.8	0	1.1	-7	98	6
COCCn1c(SC(C)C(=O)NC2CC2)nnc1-c1cccc(C)c1 (centres undefined)	0.0	·	2	1.8	-2	1.1	6	-1.9	10	103	·
COc1ccc(C(C)(C)C)cc1NC(=O)c1ccc2ncsc2c1	-1.7	17	10	3.4	0	-0.4	6	2.2	-14	·	-4
Cc1ccc(S(=O)(=O)N(CC(=O)N/N=C/c2ccc(F)cc2)c2cccc3cccnc23)cc1	0.0	10	9	1.1	6	-1.8	-1	-0.1	0	101	11
Cc1sc2ncnc(N3CCC(C(=O)N(CC(C)C)c4nc5ccccc5s4)CC3)c2c1C	1.0	·	-1	2.0	3	0.3	2	-0.8	6	114	-13
Cc1ccc(NS(=O)(=O)c2ccc(C(=O)NCc3ccccn3)cc2)cc1	3.3	10	-5	1.8	-8	3.3	5	-1.0	5	106	9
CCN(C[C@H]1N[C@@](Cc2ccccc2)(C(=O)OC)[C@H]2C(=O)N(C)C(=O)[C@@H]12)C(=O)Nc1ccc(Cl)cc1	1.7	-16	-9	1.5	-6	-0.4	-1	-4.3	20	97	-2
Cc1ccc(S(=O)(=O)NC(=NCc2ccccc2)c2ccc(F)cc2)cc1	0.2	8	7	-0.6	-11	-0.5	17	1.5	-8	107	-23
O=C(O)C(c1cccs1)C1(O)CCCCC1 (centres undefined)	-1.0	-9	3	·	-2	·	-4	-2.6	13	92	·
O=C(COc1ccccc1Cl)NNC(=O)c1ccc2c(=O)n3c(nc2c1)CCC3	-0.2	11	-2	2.0	-4	-2.6	14	-1.7	6	·	-9
O=S(=O)(c1ccc(Cl)cc1Cl)n1ccc2cccnc21	4.3	10	-4	1.0	-10	1.1	13	1.8	-11	87	120
O=C(Nc1nnc(-c2ccccc2)s1)c1ccc(F)cc1	1.2	24	4	0.7	4	-2.0	24	-2.0	9	98	-12
COc1ccc2oc(C(=O)OCC(=O)N3CC(C)OC(C)C3)c(C)c2c1 (centres undefined)	2.1	2	8	-0.4	-2	-1.7	10	-1.2	7	·	-7
